# N370S GC = inhibitors or activators of N370S glucocerebrosidase for Gaucher disease; AID 2101; P04062; Potency, µM (top dose mostly 59.4 µM), for the others: at the top dose activity change, negative = inhibition, usual class: inhibitors; hit rate 0.092% among 330,000; N370S GC spleen homogenate, 4MU-glucoside fluorescence;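 note: 0% = full enzyme activity and -100% = no enzyme basal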
# FEN1 inhibitor = blocks human flap endonuclease 1; Potency, µM (top dose mostly 114 µM), without a hit: at the highest dose activity change, negative = inhibition, actives largely listed as inhibitors; AID 588795; Recombinant FEN1 flap cleavage, fluorescence, 15 min; hit rate 0.35% among 390,000; note: nearly all actives have a fitted effect of over 65% in size
# Target sequence (P39748 whole entry, looked up): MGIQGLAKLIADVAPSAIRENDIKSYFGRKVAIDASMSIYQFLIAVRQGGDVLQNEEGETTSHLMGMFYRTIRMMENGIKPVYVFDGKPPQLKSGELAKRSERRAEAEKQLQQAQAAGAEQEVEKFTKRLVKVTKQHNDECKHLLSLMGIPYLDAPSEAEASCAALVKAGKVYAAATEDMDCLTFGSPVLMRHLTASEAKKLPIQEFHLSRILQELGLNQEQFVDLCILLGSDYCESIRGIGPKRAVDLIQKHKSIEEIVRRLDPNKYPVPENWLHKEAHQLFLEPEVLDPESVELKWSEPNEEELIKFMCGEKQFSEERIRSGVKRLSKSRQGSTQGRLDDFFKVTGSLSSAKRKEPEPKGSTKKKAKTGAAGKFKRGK
#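 With each library titrated from low to high concentration, compounds met 10 nM FEN1 for 15 min at room temperature before 50 nM substrate was added; readings at 0 and 15 min fed four-parameter Hill curve fits.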
# TDP1 block = inhibitors of human tyrosyl-DNA phosphodiesterase TDP1. recombinant TDP1, AlphaScreen DNA substrate cleavage. Potency, µM (highest dose often 130 µM), inactives show top-dose activity change, negative = inhibition, usual class: inhibitors. hit rate 0.28% among 350,000; note: nearly all actives have a fitted effect of over 40% in size
# Target sequence (Q9NUW8 whole entry, looked up): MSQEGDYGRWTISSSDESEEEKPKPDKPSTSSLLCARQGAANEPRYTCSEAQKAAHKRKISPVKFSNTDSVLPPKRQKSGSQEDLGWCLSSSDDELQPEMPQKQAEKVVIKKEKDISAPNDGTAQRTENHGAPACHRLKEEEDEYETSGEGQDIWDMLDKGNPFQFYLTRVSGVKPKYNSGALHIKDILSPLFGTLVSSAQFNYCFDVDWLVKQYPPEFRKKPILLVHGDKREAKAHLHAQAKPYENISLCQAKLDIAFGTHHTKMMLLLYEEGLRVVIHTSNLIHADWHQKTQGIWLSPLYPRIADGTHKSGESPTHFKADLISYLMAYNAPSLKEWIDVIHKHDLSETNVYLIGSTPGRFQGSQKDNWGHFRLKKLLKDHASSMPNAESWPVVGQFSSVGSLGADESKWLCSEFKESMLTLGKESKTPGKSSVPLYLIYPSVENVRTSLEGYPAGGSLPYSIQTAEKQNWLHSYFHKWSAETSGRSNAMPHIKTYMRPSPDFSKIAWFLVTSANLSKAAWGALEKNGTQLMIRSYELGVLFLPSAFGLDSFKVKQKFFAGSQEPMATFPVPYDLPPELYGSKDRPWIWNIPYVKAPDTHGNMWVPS
#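 Tdp1 1 nM final; 15 min RT w/ cpd; substrate 15 nM, 5 min; beads 10 ug/ml, 10 min; AlphaScreen read. Neg ctrl: no enzyme.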
# * marks the source's active call; other numbers are inactive results; u = inconclusive; x = not tested or not shown; & = joins results of further samples; [ ] = another dose, or the depositor's remark. Calls come from the whole dose curve; as a rule, active = well fitted curve in the direction sought with a large enough effect; inconclusive = small, poorly fitted or top-dose-only effect, or another doubt; inactive = no such curve, though single readings can be large; an effect the other way counts as inactive or inconclusive. Unless noted, % is set by controls: 0 for no effect and ±100 for the full control effect; potency is the fitted concentration of half-maximal effect.
SMILES,N370S GC,FEN1 inhibitor,TDP1 block
COc1ccc(C(C(=O)NC2CCCC2)N(CC2CCCO2)C(=O)Cn2nnc(-c3ccc(C)o3)n2)cc1 (stereo not drawn),6%,-1%,4%
O=C(NCCCn1ccnc1)C(=O)NCC(c1cccnc1)N1CCN(c2ccc(F)cc2)CC1 (stereo not drawn),13%,-17%,-5%
CSCCC(NC(=O)c1ccc(Cl)cc1)C(=O)O (stereo not drawn),3%,-17%,-3%
CN1CCCC[C@@H]1CCN1c2ccccc2Sc2ccc(S(C)=O)cc21 (stereo partly drawn),7%[21.6 µM],x,4%
COC(=O)[C@@H]1C[C@@]2(O)[C@@H](O)[C@@H](O)[C@@H](O)C[C@H]2N1Cc1ccc(C)s1,-6%&19%,23%,5%&-7%
O=C(N/C(=C\c1cccs1)C(=O)N1CCCCCC1)c1ccccc1,6%,7%,3%
O=C(CCN1C(=O)c2ccccc2C1=O)OCn1nnc2ccccc2c1=O,-14%,10%,2%
CN1C(C(=O)NCCc2cccs2)CC2Cn3c(nc4cc5ccccc5cc43)C21 (stereo not drawn),10%,5%,4%
Cc1ccc2nsnc2c1NC(=O)c1ccccc1[N+](=O)[O-],25%,-1%,2%
Clc1ccc(-c2nnc(SCc3nc4ccccc4[nH]3)o2)c(Cl)c1,29%,0%,3%
COc1cc(OC)c(OC)cc1CN1CCCC(C(=O)N2CCCCC2)C1 (stereo not drawn),1%,-12%,-4%
O=C(Cn1c(=O)n(Cc2ccco2)c(=O)c2ccc(C(=O)NC3CCCC3)cc21)Nc1ccc(F)cc1,x,0%,5%

# Whole records from above. Order of values: N370S GC	FEN1 inhibitor	TDP1 block
# `Cc1ccc2nsnc2c1NC(=O)c1ccccc1[N+](=O)[O-]` is listed as 25%	-1%	2%
# `CN1CCCC[C@@H]1CCN1c2ccccc2Sc2ccc(S(C)=O)cc21` (stereo partly drawn) is listed as 7%[21.6 µM]	x	4%

# (continued)
SMILES,N370S GC,FEN1 inhibitor,TDP1 block
COc1ccc2nc(NC(=O)CC3Oc4ccccc4NC3=O)sc2c1 (stereo not drawn),1%,-6%,x
COc1ccccc1NC(=S)N(Cc1ccccc1)Cc1ccccn1,6%,-14%,5%
O=C(COC(=O)Cc1ccc(Cl)cc1)Nc1ccccc1-c1ccccc1,-6%,-15%,-5%
CCOCCOc1cccc(C(=O)NC(C)c2ccc3ccccc3c2)c1 (stereo not drawn),-8%,11%,x
COc1cccc(Cn2c(NCc3ccco3)nc3c2c(=O)n(C)c(=O)n3C)c1,1%,5%,8%
CC(C)N(Cc1nccn1C)C(=O)c1cc(COc2ccc(F)cc2Cl)on1,-12%,8%,2%
CCN(CC)CCN1C(=O)C(=O)/C(=C(/O)c2cnn(-c3ccccc3)c2C)C1c1cccs1 (stereo not drawn),-26%,x,4%
COc1ccc(O)c(C(=O)c2cnc3c(c2)CN(C)C(=O)N3)c1,-4%,10%,-3%
COc1ccc(-n2ncc(C(C)NS(=O)(=O)c3ccc(C)s3)c2C)cc1 (stereo not drawn),-4%,4%,1%
Cc1ccc(NC(=O)C2CCN(S(=O)(=O)c3ccc4c(c3)NC(=O)CO4)CC2)cc1,3%,-16%,2%
O=c1c(-c2ccc(O)cc2)coc2c([C@@H]3O[C@H](CO)[C@@H](O)[C@H](O)[C@H]3O)c(O)ccc12,x,3%,2%
CCC(Oc1ccccc1)C(=O)Nc1cc(-c2cccc(C)c2)nn1-c1ccccc1 (stereo not drawn),x,7%,3%
COc1ccc(C2C(C(=O)Nc3cccnc3)=C(C)Nc3nc(SCc4ccccc4)nn32)cc1 (stereo not drawn),x,-10%,3%
COC(=O)CNC(=O)C1(CC(C)C)C=CCN1C(C)=O (stereo not drawn),-3%,x,6%
Cc1c(OCc2ccc([N+](=O)[O-])cc2)ccc2c3c(c(=O)oc12)CCC3,11%,7%,-3%
Cc1c(C(=O)NC(=S)N(Cc2ccccc2)c2ccccn2)cccc1[N+](=O)[O-],x,0%,2%
CCCNc1nc2c(c(=O)n(C)c(=O)n2C)n1CC(O)COc1ccccc1 (stereo not drawn),x,1%,0%
COc1ccc2c(C(=O)c3ccc(C)cc3)n(CCC(N)=O)[n+]([O-])c2c1,1%,2%,x
Cc1cc(OCC(=O)NCCc2ccc(S(N)(=O)=O)cc2)c2c(C)cc(=O)oc2c1,-3%,-10%,2%
CC(C)CCNC(=O)/C=C/c1ccc(Br)cc1,-4%,-6%,1%
CCOc1ccc(C)cc1S(=O)(=O)NC1CCCCC1,-16%,15%,4%
CC(C)OC(=S)N/C(=N\S(=O)(=O)c1ccccc1)c1ccccc1,1%,3%,3%
Cc1cc2[nH]c(=O)cc(-c3ccccc3)n2n1,u,-2%,5%
CC(C)C[C@@H](CC(=O)N[C@@H](CCCN)CC(=O)N[C@@H]1CCNC[C@H]1C(=O)N[C@H](CC(=O)N[C@@H](CCC(=O)O)CC(=O)O)Cc1ccccc1)NC(=O)[C@@H]1CCCC[C@H]1N,-4%,x,1%
Nc1c(C(=O)Nc2ccccc2)sc2nc(-c3ccco3)ccc12,-1%,u,1%
COc1ccc(-c2noc(N3CCC(C(=O)NCCCN4CCCCC4)CC3)n2)cc1,-7%,20%,x
CCn1c(=O)n(CC2CCC(C(=O)NC(C)C)CC2)c(=O)c2sccc21 (stereo not drawn),x,20%,3%
COc1ccc(OCCC(=O)OCC(=O)NC(=O)NC(C)(C)C)cc1,9%,-1%,1%
CC(C)CC(NC(N)=O)C(=O)OCC(=O)Nc1ccc(SC(F)F)cc1 (stereo not drawn),-4%,6%,2%
O=C1c2ccccc2C(Nc2ccc(S(=O)(=O)N3CCOCC3)cc2)N1c1cccnc1 (stereo not drawn),-6%,-11%,0%
CCN1CCN(S(=O)(=O)c2cccc(S(=O)(=O)N3CCOCC3)c2)CC1,-6%,-1%,5%
CC(C)(C)CC(=O)N1CCN(c2ccc(S(=O)(=O)N3CCOCC3)cc2[N+](=O)[O-])CC1,x,20%,1%
CCCCNC(=S)Nc1ccc(Oc2ccccc2)cc1,17%,-20%,3%
C#CCOCCOCCOCCNc1nc(N2CCN(C(=O)CCCCCCCCCCNC(=O)[C@H]([C@@H](C)CC)n3cc(CCCCCN)nn3)CC2)nc(N2CCN(C(=O)CCCCCCCCCCNC(=O)[C@H](CO)n3cc(CCCCCN)nn3)CC2)n1,u,u,9%
O=C(Nc1cc(F)ccc1F)C1CCN(c2nc3ccccc3n3cccc23)CC1,x,2%,3%
COc1cc(OC)c2c(-c3cccc(-c4cccc(C)c4)c3)cc(=O)oc2c1,25%[89.1 µM],-24%,0%[56.1 µM]
CCN(CC(=O)Nc1ccccc1C(F)(F)F)C(=O)c1ccccc1Sc1ccccc1C#N,x,-3%,0%
Cc1cccc(COC(=O)Nc2ccc(NC(=O)c3ccccc3Cl)cc2)c1,1%,22%,0%
COc1ccc2[nH]c(=O)c(CN(CCc3cccc(C)c3)C(C)=O)cc2c1,16%,0%,8%
CCOC(=O)[C@H]1[C@H]2COc3ccc(OC)cc3[C@@H]2N2C(=O)CN(Cc3ccccc3)C(=O)[C@@]12C,x,-6%,3%
Nc1nnc(CC(=O)N/N=C/c2ccc(-c3cccc(C(=O)O)c3)o2)s1,3%,u,x
CCc1ccc(OCC(=O)NNC(=O)Cc2c(F)cccc2Cl)cc1,-2%,1%,0%[0.505 µM]
Cc1ccc(F)c([C@H]2[C@H]3C=CC[C@@H](C)[C@@H]3C(=O)N2Cc2ccccc2)c1,27%,-15%,-7%
Nc1ncnc2c1ncn2[C@@H]1O[C@H](CNCc2cccc(C#Cc3ccccc3)c2)[C@@H](O)[C@H]1O,x,-14%,2%[56.1 µM]
CCOc1ccc(CCNC(=O)COC(=O)c2ccc[nH]c2=O)cc1OCC,x,-3%,0%
CN(C)c1cc[n+](CC(=O)Nc2ccccc2C(F)(F)F)cc1,-2%,5%,x
COc1ccc(S(=O)(=O)N2CC=C(C(=O)NC3CCCC3)CC2)cc1,-1%,-7%,5%
COc1ccc(CN2C(=O)C(NC(=O)c3ccc(C)cc3)(C(F)(F)F)N=C2c2ccccc2)cc1 (stereo not drawn),x,-29%,6%

# The last seven records of the section above are carried over, then new ones follow.
SMILES,N370S GC,FEN1 inhibitor,TDP1 block
CCc1ccc(OCC(=O)NNC(=O)Cc2c(F)cccc2Cl)cc1,-2%,1%,0%[0.505 µM]
Cc1ccc(F)c([C@H]2[C@H]3C=CC[C@@H](C)[C@@H]3C(=O)N2Cc2ccccc2)c1,27%,-15%,-7%
Nc1ncnc2c1ncn2[C@@H]1O[C@H](CNCc2cccc(C#Cc3ccccc3)c2)[C@@H](O)[C@H]1O,x,-14%,2%[56.1 µM]
CCOc1ccc(CCNC(=O)COC(=O)c2ccc[nH]c2=O)cc1OCC,x,-3%,0%
CN(C)c1cc[n+](CC(=O)Nc2ccccc2C(F)(F)F)cc1,-2%,5%,x
COc1ccc(S(=O)(=O)N2CC=C(C(=O)NC3CCCC3)CC2)cc1,-1%,-7%,5%
COc1ccc(CN2C(=O)C(NC(=O)c3ccc(C)cc3)(C(F)(F)F)N=C2c2ccccc2)cc1 (stereo not drawn),x,-29%,6%
O=c1c2c3c(sc2ncn1/N=C/c1ccco1)CCCC3,5%,-6%,2%
COC(=O)c1cc(OC)c(OC)cc1NC(=O)C1CCCO1 (stereo not drawn),8%,-2%,5%
COc1ccc(OC)c(/C=C/C(=O)c2ccc(Cl)cc2)c1,11%,-25%,-6%
Cc1cccc(C)c1NC(=O)CN(C)C(=O)c1cccc(NS(=O)(=O)c2ccccc2)c1,0%,6%,2%
O=C(NC1CCCC1)C(c1ccc(F)cc1)N(Cc1ccccc1)C(=O)c1csnn1 (stereo not drawn),-4%,-5%,4%[0.0935 µM]
COc1ccccc1C(=O)Nc1c(C(=O)Nc2ccc(C)cc2)oc2ccccc12,x,-6%,1%
COc1cccc(Nc2nc(N)nc(-c3oc4ccccc4c3C)n2)c1,-13%,-2%,5%
COc1ccc(OC)c2[nH]c(=O)c(CCNC(=O)COc3ccccc3)cc12,-9%,-2%,0%
CCCSc1nc2c(cnn2-c2ccc(C)c(C)c2)c(=O)[nH]1,8%,22%,3%
COc1ccccc1OC(C)C(=O)Nc1cccc(-c2nc3ccccc3s2)c1 (stereo not drawn),x,5%,-2%
CCOc1ccc(/C=N/NC(=O)c2cc3c(OC)cc(OC)cc3[nH]2)cc1OC,u,u,x
CCOC(=O)C(=Cc1ccc(-c2ccsc2C(=O)OC)o1)C(=O)OCC,0%,-8%,-1%
COC(=O)c1c(NC(=O)CSc2nnnn2-c2ccccc2)sc2c1CCC(C)C2 (stereo not drawn),17%,-20%,4%
CCn1nc(NC(=O)c2cccnc2)c2cc3cccc(C)c3nc21,6%,-3%,2%
CCCNC(=O)NC(=O)CSc1nnc(-c2c[nH]c3ccccc23)o1,-5%,2%,x
O=S(=O)(Nc1cccc(-c2ccc(N3CCOCC3)nn2)c1)c1ccc(F)cc1F,x,-5%,4%
COc1ccc2c(c1)O[C@@H](c1ccc3c(c1)OCO3)[C@H](OC(=O)Nc1ccc(OC(F)F)cc1)C2=O,4%,x,4%
CCc1ccc(-c2n[nH]c(=O)c3ccccc23)cc1,2%,0%,x
CC(=O)c1ccc(-c2ccc(/C=C(/Sc3n[nH]c(C)n3)C(=O)O)o2)cc1,-2%,50µM*,-8%
O=C1N/C(=C/c2cccs2)C(=O)N1Cc1ccc(F)cc1,7%,-2%,4%
O=C(C1CCCN(S(=O)(=O)c2ccccc2)C1)N1CCN(c2ccc(F)cc2)CC1 (stereo not drawn),-3%,13%,6%
O=C(COc1ccc(Cl)cc1Br)Nc1nnc(C2CC2)s1,x,-7%,1%
O=C(CSc1cccc[n+]1[O-])C12CC3CC(CC(C3)C1)C2,1%,0%,4%
COc1ccc(-c2nnc(SC)n2C)cc1,3%,-1%,3%

# Sorted by the number under N370S GC (high to low): seven of the compounds above
Structure	N370S GC	FEN1 inhibitor	TDP1 block
CCCCNC(=S)Nc1ccc(Oc2ccccc2)cc1	17%	-20%	3%
COc1ccc(OCCC(=O)OCC(=O)NC(=O)NC(C)(C)C)cc1	9%	-1%	1%
COC(=O)c1cc(OC)c(OC)cc1NC(=O)C1CCCO1 (stereo not drawn)	8%	-2%	5%
Cc1cccc(COC(=O)Nc2ccc(NC(=O)c3ccccc3Cl)cc2)c1	1%	22%	0%
CCc1ccc(OCC(=O)NNC(=O)Cc2c(F)cccc2Cl)cc1	-2%	1%	0%[0.505 µM]
CC(C)C[C@@H](CC(=O)N[C@@H](CCCN)CC(=O)N[C@@H]1CCNC[C@H]1C(=O)N[C@H](CC(=O)N[C@@H](CCC(=O)O)CC(=O)O)Cc1ccccc1)NC(=O)[C@@H]1CCCC[C@H]1N	-4%	x	1%
CCN1CCN(S(=O)(=O)c2cccc(S(=O)(=O)N3CCOCC3)c2)CC1	-6%	-1%	5%

# Screening data: PubChem BioAssay, National Center for Advancing Translational Sciences (NCATS)
